Growth percent in the NCI-60 one-dose screen (48 h, 10 µM unless noted): 100 = growth as untreated, 0 = no growth, -100 = all killed.
SR = SR leukemia cells. 8.7% of 73,000 active. AID 1794780
T-47D = T-47D breast cancer; 5% of 79,000 active
MDA-MB-468 = MDA-MB-468 breast cancer; 8.5% of 78,000 active; AID 2202374
MCF7 = MCF7 breast cancer. 6.3% of 82,000 active. AID 1794796
MDA-MB-231 = MDA-MB-231 breast cancer | 5% of 81,000 active
K-562 = K-562 leukemia | 7.4% of 78,000 active
BT-549 = BT-549 breast cancer; 4.4% of 78,000 active
HS 578T = HS 578T breast cancer. 4.1% of 78,000 active. AID 1794788
* hit, by the source's call; / = no result given; [ ] = dose if it differs, or a comment. How the source made its calls: active means growth percent below 10; inactive means the rest.

SMILES	SR	T-47D	MDA-MB-468	MCF7	MDA-MB-231	K-562	BT-549	HS 578T
CC(Oc1ccc(C(=O)O)cc1C(F)(F)F)c1ccc(Oc2cccnc2)cn1 (configuration not stated)	112	101	101	98	109	106	112	111
CS(=O)(=O)c1ccc(C(=O)N=Nc2c(O)[nH]c3ccc(F)cc23)cc1	105	106	109	92	107	100	108	102
CCC(=O)c1ccc2ccccc2c1	100	112	117	96	107	98	113	122
CN(C)NC=O	95	92	109	101	99	100	105	131
Clc1ccc(-c2nc3ccc(-c4nnc(SCc5ccccc5)o4)cc3[nH]2)cc1	23	7.8*	11	8.6*	-12*	37	59	49
NS(=O)(=O)c1ccc(NC(=O)c2ccc(N=Cc3c(O)[nH]c4ccccc34)cc2)cc1	112	103	109	94	106	113	102	105
N=C1CC(=O)NN1C(=O)CSc1nc2sc3c(c2c(=O)n1-c1ccc(Cl)cc1)CCCC3	94	84	106	92	88	95	102	95
CCOC(=O)C1CC=CCC1C(=O)OCC (configuration not stated)	102	89	93	101	100	101	/	88
COc1ccc2[nH]c(C(=O)O)cc2c1	83	114	95	100	98	100	105	105
O=C1Nc2ccc([N+](=O)[O-])cc2C1=Nc1ccc(Cl)c(C(F)(F)F)c1	/	95	113	89	99	/	/	97
CCCCCCCCCCCCCCCC(=O)OCCCCCCCCCCCCC	116	97	109	105	112	140	117	103
O=C1CCCN1c1ccccc1	93	90	93	102	104	98	104	95
COc1ccccc1NC(=O)N1CCN(C(=O)Nc2ccccc2OC)CC1	122	86	112	101	111	94	95	95
CN(C)c1oc(C(=O)NCc2ccccc2)nc1C#N	107	98	117	100	113	108	109	109
O=C(Nc1ncccc1OCc1cccc(F)c1)Nc1cccc2ccccc12	/	/	71	96	97	72	100	89
N/C(=N\OC(=O)c1ccccc1)C(C(=O)NOC(=O)c1ccccc1)C1CCCCC1 (configuration not stated)	4.6*	72	81	66	82	2.9*	74	27
NC(=Nc1ccccc1)SCCCCSC(N)=Nc1ccccc1	/	62	83	88	68	44	86	/
COc1cc(C2=NN(C=O)C(c3sc(N4CCOCC4)nc3Cl)C2)cc(OC)c1OC (configuration not stated)	89	86	95	96	101	103	102	106
CCN(CC)C12CCCCC1(C)C(C#N)(C#N)C(C#N)=C(N)O2 (configuration not stated)	93	99	93	105	108	96	103	120
Nc1cc(C(=O)O)c(-c2cc(O)c(N)cc2C(=O)O)cc1O	126	100	103	109	108	103	107	93
Nc1nc(N)c(N=O)c(=O)[nH]1	94	94	123	76	122	108	101	104
COc1ccc2nc(NC(=O)c3cc(-c4ccc(F)cc4)n4nc(-c5ccccc5)cc4n3)sc2c1	78	90	103	87	73	93	53	80
Cc1csc(Nc2nc(-c3cccc(Cl)c3)nc(C(Cl)(Cl)Cl)n2)n1	59	5.3*	/	21	9.9*	66	97	44
Nn1c(C(Cl)(Cl)Cl)nn2c(=O)c3cnn(-c4ccccc4)c3nc12	97	98	115	99	95	102	107	97
CC(C)C1=CCC(NC(=O)Nc2ccc(N=Cc3ccccc3O)cc2)C=C1 (configuration not stated)	72	70	48	91	77	83	95	95

Random excerpt: two entries already listed.
SMILES	SR	T-47D	MDA-MB-468	MCF7	MDA-MB-231	K-562	BT-549	HS 578T
COc1ccccc1NC(=O)N1CCN(C(=O)Nc2ccccc2OC)CC1	122	86	112	101	111	94	95	95
CC(Oc1ccc(C(=O)O)cc1C(F)(F)F)c1ccc(Oc2cccnc2)cn1 (configuration not stated)	112	101	101	98	109	106	112	111

(listing goes on)
SMILES	SR	T-47D	MDA-MB-468	MCF7	MDA-MB-231	K-562	BT-549	HS 578T
Cc1nn(-c2ccc([N+](=O)[O-])cc2)c2ncnc(N/N=C/c3ccccc3O)c12	4.5*	12	-17*	12	29	11	31	44
COc1ccc(/C=C/C(=O)c2c(C)oc3nc[nH]c(=O)c23)cc1OC	/	72	71	61	92	64	85	93
O=C(CN1CCOCC1)Nc1ccc2ncnc(Nc3ccc(Oc4cccc(F)c4)c(Cl)c3)c2c1	84	24	-17*	71	74	57	86	87
COc1ccc(C2Nc3n[nH]c(N)c3-c3nc4ccccc4n32)cc1OC (configuration not stated)	101	96	99	88	102	97	117	96
COc1cc(C)cc2oc3oc(=N)c(-c4csc(-c5cc6ccccc6oc5=O)n4)cc3c(=O)c12	115	107	98	94	114	117	97	/
O=C(O)CCNC(=O)c1nc(-c2ccccc2)n(-c2ccc([N+](=O)[O-])cc2)n1	112	99	108	95	100	/	96	95
COc1cccc(-c2nc3sccn3c2-c2ccnc(NCCNS(=O)(=O)c3cccc(Cl)c3)c2)c1	/	1.8*	42	43	68	25	18	39
CNC(=O)OCc1c(COC(=O)NC)c2n(c1C)CSC2	/	/	102	95	/	110	98	112
COc1cc2c(c(OC)c1OC)-c1ccc(N=NC(N)=S)c(=O)cc1[C@@H](NC(C)=O)CC2	15	62	-41*	8.6*	9.7*	9.1*	-37*	24
COc1cc(/C=N\NC(=S)Nc2ccc(S(=O)(=O)N3CCCCC3)cc2)cc(OC)c1OC	74	77	80	84	101	73	103	87
Cc1ccc(NC(=O)c2sc3nc(C)c(C(O)c4ccccc4)cc3c2N)cc1 (configuration not stated)	1.9*	42	19	19	16	6.2*	62	9.3*
O=S1(=O)c2ccccc2NC(c2ccc(Cl)cc2)C1c1ccccc1 (configuration not stated)	87	79	113	106	99	76	121	127
Cc1cc(C)n(C(=O)Cn2c(C)nc3ccccc3c2=O)n1	100	85	93	101	109	86	97	103
COc1cc(CNC(=O)/C=C/C=C/c2ccc3c(c2)OCO3)ccc1O	86	88	101	92	93	94	97	104
CCCN1CCN(c2ccc3nc(-c4ccc5nc(-c6cc(OC)ccc6OC)[nH]c5c4)[nH]c3c2)CC1	-26*	99	114	-63*	107	-45*	96	111
O=c1c(CN2CCOCC2)c(-c2cccc(OC(F)(F)F)c2)[nH]c2ccc(N3CCCC3)cc12	85	98	89	88	91	87	97	99
C=CCCCCCCCCC1(C)NC(=O)NC1=O (configuration not stated)	85	89	81	96	89	93	105	103
CC1(C)N=C(N)N=C(N)N1c1cccc(OCCOc2cccc([N+](=O)[O-])c2)c1	16	83	25	29	65	18	38	82
N#C/C=C/c1ccsc1C(=O)O	93	84	133	99	115	87	106	106
O=C1OC[C@H]2[C@H](c3ccc(O)c(O)c3)c3cc(O)c(O)cc3C[C@H]12	330	131	93	121	129	180	134	111
COc1ccc(C(=O)Nc2cccc(-c3cc(=O)c4c(O)c(OC)c(OC)cc4o3)c2)cc1	79	66	106	90	92	88	90	74
COCc1ccc(NC(=O)Cn2ccc3c(NC(C)c4ccc(C(F)(F)F)nc4)cccc3c2=O)cc1 (configuration not stated)	77	68	94	90	109	86	96	100
COc1ccc(/C=C/C(=O)c2ccc(NC(=O)CSc3nnc(-c4ccc(Cl)cc4)n3-c3ccccc3)cc2)cc1	/	77	95	70	91	80	93	97
Cc1cc(C(=O)Nc2ccc3cc(CN4CCOCC4)ccc3n2)c(C)n1-c1ccccc1	/	-2.5*	27	7.4*	71	27	-1.7*	82
Cc1nn(-c2ccc(F)cc2)c2ncnc(Oc3ccc(NC(=O)Nc4cc(C(F)(F)F)ccc4F)cc3)c12	122	85	103	92	90	100	111	82

Given with two lines to a compound: 15 of the compounds above
The line under a structure holds: SR	T-47D	MDA-MB-468	MCF7	MDA-MB-231	K-562	BT-549	HS 578T
> Cc1ccc(NC(=O)c2sc3nc(C)c(C(O)c4ccccc4)cc3c2N)cc1 (configuration not stated)
    1.9*	42	19	19	16	6.2*	62	9.3*
> O=S1(=O)c2ccccc2NC(c2ccc(Cl)cc2)C1c1ccccc1 (configuration not stated)
    87	79	113	106	99	76	121	127
> Cc1cc(C)n(C(=O)Cn2c(C)nc3ccccc3c2=O)n1
    100	85	93	101	109	86	97	103
> COc1cc(CNC(=O)/C=C/C=C/c2ccc3c(c2)OCO3)ccc1O
    86	88	101	92	93	94	97	104
> CCCN1CCN(c2ccc3nc(-c4ccc5nc(-c6cc(OC)ccc6OC)[nH]c5c4)[nH]c3c2)CC1
    -26*	99	114	-63*	107	-45*	96	111
> O=c1c(CN2CCOCC2)c(-c2cccc(OC(F)(F)F)c2)[nH]c2ccc(N3CCCC3)cc12
    85	98	89	88	91	87	97	99
> C=CCCCCCCCCC1(C)NC(=O)NC1=O (configuration not stated)
    85	89	81	96	89	93	105	103
> CC1(C)N=C(N)N=C(N)N1c1cccc(OCCOc2cccc([N+](=O)[O-])c2)c1
    16	83	25	29	65	18	38	82
> N#C/C=C/c1ccsc1C(=O)O
    93	84	133	99	115	87	106	106
> O=C1OC[C@H]2[C@H](c3ccc(O)c(O)c3)c3cc(O)c(O)cc3C[C@H]12
    330	131	93	121	129	180	134	111
> COc1ccc(C(=O)Nc2cccc(-c3cc(=O)c4c(O)c(OC)c(OC)cc4o3)c2)cc1
    79	66	106	90	92	88	90	74
> COCc1ccc(NC(=O)Cn2ccc3c(NC(C)c4ccc(C(F)(F)F)nc4)cccc3c2=O)cc1 (configuration not stated)
    77	68	94	90	109	86	96	100
> COc1ccc(/C=C/C(=O)c2ccc(NC(=O)CSc3nnc(-c4ccc(Cl)cc4)n3-c3ccccc3)cc2)cc1
    /	77	95	70	91	80	93	97
> Cc1cc(C(=O)Nc2ccc3cc(CN4CCOCC4)ccc3n2)c(C)n1-c1ccccc1
    /	-2.5*	27	7.4*	71	27	-1.7*	82
> Cc1nn(-c2ccc(F)cc2)c2ncnc(Oc3ccc(NC(=O)Nc4cc(C(F)(F)F)ccc4F)cc3)c12
    122	85	103	92	90	100	111	82

Later entries:
SMILES	SR	T-47D	MDA-MB-468	MCF7	MDA-MB-231	K-562	BT-549	HS 578T
O=c1[nH]c2ccccc2cc1COc1ccc(Nc2nccc(-c3ccc(Cl)cc3)n2)cc1	103	92	90	91	105	95	99	86
N=C(N)c1ccc(-c2ccc(-c3cccs3)s2)cc1	-36*	55	-81*	-79*	76	-56*	93	104
CC(C)(C)n1cc(-c2ccnc(NCCCNS(=O)(=O)c3cccc4ccccc34)n2)c(-c2ccc(F)c(O)c2)n1	53	48	70	59	85	41	94	76
N#Cc1c(-c2cccs2)cc(-c2cnccn2)nc1SCC(=O)c1ccc(Cl)cc1	97	105	100	80	75	95	106	96
COC1CC(C)C(OC)c2cc(O)cc(c2O)NC(=O)/C(C)=C/C=C\C(C)C(OC(N)=O)/C(C)=C\C(C)C1OC (configuration not stated)	-5.8*	1.3*	/	21	32	-59*	-45*	/
CCCCCOC(=O)c1cccc(NC(=O)CN(CC)CC)c1	78	92	106	103	117	103	73	111
CC(C)COC(=O)NC(C(=O)N(C(=O)NC1CCCCC1)C1CCCCC1)C(C)C (configuration not stated)	95	78	94	87	76	92	97	84
N#CC1=C(N)Oc2ccc3ccccc3c2C1c1ccc([N+](=O)[O-])cc1 (configuration not stated)	77	82	67	66	58	78	92	90
CNc1cc(=O)[nH]c(=O)[nH]1	89	97	115	102	110	/	122	101
N#Cc1c2c(nn(-c3ccccc3)c1=O)C(O)=C([N+](=O)[O-])C(c1ccoc1)C2 (configuration not stated)	/	64	56	37	79	/	98	88
CN1C(=O)C(=Cc2cn(Cc3cn(Cc4cccc5ccccc45)nn3)c3ccccc23)C(=O)N(C)C1=S	/	74	73	93	84	86	95	74
O=C(CSc1nc2ccccc2c(=O)n1CCc1ccccc1)NCc1ccccc1	/	80	101	80	63	/	101	63
O=C(Cn1ccc(=O)[nH]c1=O)Nc1ccc(O)c([N+](=O)[O-])c1	90	105	113	95	98	110	104	124
CCOCCN(CCOCC)c1ncnc2nc[nH]c12	97	100	106	96	102	102	103	102
COc1ccc(/C=N\NC(=O)CN2CCN(c3cc4c(cc3F)c(=O)c(C(=O)N/N=C/c3ccc(OC)cc3)cn4C3CC3)CC2)cc1	72	83	84	73	86	72	88	92
CC1(CO)CSC(Nc2ccc(Cl)c(Cl)c2)=N1 (configuration not stated)	78	66	65	90	90	82	90	107
COC(=O)[C@@H]1CC[C@]2(C)[C@H](CC[C@@H]3O[C@@]32C)[C@@]1(C)CC(=O)c1ccoc1	87	105	96	93	88	100	105	88
CCC(CC)c1ccccn1	100	107	102	93	110	97	103	98
CC(C)(C)C(OCc1cn([C@H]2C[C@@H](O)[C@@H](CO)O2)c(=O)[nH]c1=O)c1ccc(C#Cc2ccccc2)cc1[N+](=O)[O-] (some centres not stated)	66	78	82	42	89	62	73	81
CC(C)(C)OC(=O)N1CCc2c(sc3ncnc(N/N=C/c4cccc5ccccc45)c23)C1	24	13	5.8*	2.2*	46	7.1*	59	17
N#CC(c1ccccc1)c1ccc([N+](=O)[O-])cc1 (configuration not stated)	/	97	85	102	79	105	100	110
CCCCCc1c(C)[nH]c(/C=C2\N=C(c3ccc[nH]3)C=C2Oc2ccccc2)c1C	8.8*[100 µM]	-61*[100 µM]	-59*[100 µM]	-100*[100 µM]	-94*[100 µM]	-44*[100 µM]	-97*[100 µM]	-7.4*[100 µM]
O=C(CSc1nc2ccccc2c(=O)[nH]1)Nc1cccc(C(=O)O)c1	115	100	134	89	93	95	161	86
COC1C=C(C)Nn2c(nc3c(cnn3-c3ccccc3)c2=O)N1N (configuration not stated)	84	88	103	88	76	101	109	87
